Screening data from PubChem BioAssay.
CHT PAM: human CHT allosteric activation. Q9GZV3. CHT-expressing cells, membrane potential dye, choline EC20; active compounds read high; LV-AA mutant CHT in HEK293 cells. B-score at 10 µM. 310,000 compounds, 0.49% hits. AID 488977;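 active = initial fluorescence not abnormally high and integrated response B-score, plate-corrected, over 3 SD above library mean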
Target sequence (Q9GZV3 whole entry, looked up): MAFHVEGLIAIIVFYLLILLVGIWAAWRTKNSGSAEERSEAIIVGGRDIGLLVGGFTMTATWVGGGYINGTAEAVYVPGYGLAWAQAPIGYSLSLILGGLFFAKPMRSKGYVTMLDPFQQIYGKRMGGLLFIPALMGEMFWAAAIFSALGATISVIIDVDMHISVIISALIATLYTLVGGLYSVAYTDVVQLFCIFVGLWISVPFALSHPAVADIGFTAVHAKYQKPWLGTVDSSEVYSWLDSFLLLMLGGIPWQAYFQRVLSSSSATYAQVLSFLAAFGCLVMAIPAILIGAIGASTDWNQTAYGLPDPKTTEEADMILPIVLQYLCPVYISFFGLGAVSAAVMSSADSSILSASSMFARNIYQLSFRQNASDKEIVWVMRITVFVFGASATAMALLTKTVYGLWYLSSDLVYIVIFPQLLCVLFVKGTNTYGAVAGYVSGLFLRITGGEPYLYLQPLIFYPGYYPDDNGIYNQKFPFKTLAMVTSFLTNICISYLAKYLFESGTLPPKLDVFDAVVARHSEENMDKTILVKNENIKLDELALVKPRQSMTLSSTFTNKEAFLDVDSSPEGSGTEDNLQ
OX1R antag-1: blocks the human orexin 1 receptor; inhibition, % at 5 µM; 330,000 compounds, 0.43% hits; AID 434989; CHO/OX1R cells, Fluo-8 calcium fluorescence, orexin A;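 active = inhibition above its plate's threshold, mean inhibition of all tested compounds on the plate plus 3 SD, cut at about 37% in these data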;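 also: 0% = orexin A challenge wells and 100% = SB-334867-A antagonist wells; not every result past the cut was called active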
Target sequence (O43613 whole entry, looked up): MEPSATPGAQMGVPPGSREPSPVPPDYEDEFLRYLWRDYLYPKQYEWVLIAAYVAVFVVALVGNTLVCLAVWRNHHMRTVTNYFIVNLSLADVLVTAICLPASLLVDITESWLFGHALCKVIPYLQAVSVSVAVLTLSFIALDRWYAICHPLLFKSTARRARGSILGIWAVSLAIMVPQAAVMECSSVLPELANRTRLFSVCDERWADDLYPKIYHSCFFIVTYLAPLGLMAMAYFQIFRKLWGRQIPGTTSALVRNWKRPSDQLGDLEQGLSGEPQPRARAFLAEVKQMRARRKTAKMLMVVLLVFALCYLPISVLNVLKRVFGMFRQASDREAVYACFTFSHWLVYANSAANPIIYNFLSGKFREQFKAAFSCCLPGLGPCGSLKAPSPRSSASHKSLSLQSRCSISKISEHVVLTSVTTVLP
OX1R antag-2: antagonists of human orexin 1 receptor (OX1R); OX1R-expressing cells, FRET antagonist read-out; inhibition, % at 6.6 µM; 330,000 compounds, 1.8% hits; AID 485270; in the data active = inhibition mostly above about 38%, no sharp cut-off; inactive = mostly below about 40%;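 also: 0% = agonist challenge alone and 100% = reference antagonist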
* = called active by the depositor; i = inactive; / = not tested or not shown.

SMILES	CHT PAM	OX1R antag-1	OX1R antag-2
CCN1C(=O)[C@H]2[C@H]3CN=C(SCc4ccc(C#N)cc4)N3[C@@](CC)(C(=O)OC)[C@H]2C1=O	/	-3	5
COc1ccc(COC(=O)C2=C(C)NC(=O)NC2c2ccccc2OC(C)C)cc1 (centres undefined)	i	-33	14
Cc1ccc(C)c(N(C)C(=O)COc2cc(=O)n(C)c3ccccc23)c1	i	-31	7
Cc1ccc(NC2CCCN(C(=O)CCCN3CCCCC3=O)C2)cc1C (centres undefined)	i	-1	7
Cc1c(CCO)c(=O)n(-c2ccccc2)n1S(=O)(=O)c1ccc([N+](=O)[O-])cc1	i	-16	36
COc1cc(C(=O)OCC(=O)Nc2ccc(C)cc2)cc(OC)c1OC	i	-50	4
CC(=O)N1c2ccc(S(=O)(=O)N3CCC(C(=O)NCc4ccc(F)cc4)CC3)cc2CC1C (centres undefined)	i	-7	8
COc1ccccc1N1CCN(c2nc3ccccc3nc2C(C#N)C(=O)OC(C)C)CC1 (centres undefined)	i	-41	48
CCCNC(=O)c1onc(CSc2ccc(F)c(F)c2)c1C(=O)NCCC	i	-48	22
CCc1nn(-c2cc(Oc3ccccc3)nc(-c3ccccc3)n2)c(N)c1C#N	i	0	8
Cc1csc(=O)n1CCC(=O)OCC(=O)NNC(=O)c1ccc(Br)cc1	/	-14	1
CC(=O)c1nnn(-c2ccc(F)cc2F)c1C	i	-13	8
Cc1c(NC(=O)CSc2nnc(-c3ccco3)n2-c2ccccc2)c(=O)n(-c2ccccc2)n1C	i	-11	-1
CCc1ccc(Cn2nnc(C(=O)Nc3ccc(OC)cc3OC)c2N)cc1	i	14	20
O=C(NCC(=O)N(c1ccccc1)C(C(=O)NCC1CCCO1)c1ccccc1)c1cccs1 (centres undefined)	i	-2	5
CC(=O)NC(C)C12CC3CC(CC(C(=O)O)(C3)C1)C2 (centres undefined)	i	-1	6
CCN1CCCC1CN(Cc1cc2ccc(C)cc2[nH]c1=O)C(=S)Nc1ccc(OC)cc1OC (centres undefined)	i	-6	7
C/C(=N\OCC(=O)OCC(=O)NC(=O)c1ccccc1)c1ccc2c(c1)OCO2	i	-6	8
Clc1ccc(Cn2cc(/C=N/n3cnnc3)c3ccccc32)c(Cl)c1	i	-20	27
COc1cc(C(=O)OCCc2c(C)nc3nc[nH]n3c2=O)cc(OC)c1OC	i	4	12
COC(=O)c1cccc(-c2noc(-c3ccccc3F)n2)c1	/	0	2
CCc1[nH]nc2c1C(Cc1ccccc1)C(C#N)=C(N)O2 (centres undefined)	i	-10	14
Cc1cc(OCC(=O)OCC(=O)NCCN2C(=O)CSC2=O)ccc1Cl	/	-12	8
O=c1c2sccc2nc(SCc2cc(=O)n3cc(Cl)ccc3n2)n1Cc1ccccn1	i	-28	25
Cc1cccc(NC(=O)c2nc[nH]c2C(=O)N2CCN(C(=O)OC(C)(C)C)CC2)c1	/	-5	3
Cc1nn(CC(=O)N2CCOCC2)c(C)c1[N+](=O)[O-]	i	-3	11
Cc1cc2nc(CCN(Cc3cccnc3)C(=S)Nc3ccc(F)cc3)[nH]c2cc1C	i	-33	18
CCOC(=O)c1sc(C)nc1C1CCN(C(=O)OCC)CC1	i	3	18
CC(C)(C)OC(=O)N1CCC[C@H]1c1nnc(SCC(=O)Nc2cccc(Cl)c2)o1	i	-29	8
O=C(OCc1nnc(-c2ccccc2)o1)c1ccc2c(c1)C(=O)N(CCc1ccccc1)C2=O	i	-7	17
Cc1csc(SCC(=O)Nc2nccs2)n1	i	-4	12
Cc1ccc(S(=O)(=O)Nc2ccc(S(=O)(=O)N3CCOCC3)cc2)cc1[N+](=O)[O-]	i	-4	5
O=C1COc2ccc(C(=O)COC(=O)c3ccc(F)cc3Cl)cc2N1	/	3	4
O=C(O)c1nn(-c2ccccc2-c2n[nH]c(=O)[nH]c2=O)c(=O)[nH]c1=O	i	-27	-4
O=C(CSCc1ccccc1)N1CCN(c2ccccc2)CC1	i	-4	7
COc1ccc(NC(=O)C(OC(=O)c2cnccn2)c2ccccc2)cc1Cl (centres undefined)	i	-12	24
O=c1[nH]c2cc(Cl)ccc2n(CCNc2ncc(C(F)(F)F)cc2Cl)c1=O	i	2	13
O=C(CN1C(=O)NC2(CCCCCC2)C1=O)Nc1cccc(F)c1	/	-8	2
CCCS(=O)(=O)N1CCC(C(=O)NCCCOC)CC1	i	-21	15
O=C(CN1C(=O)NC2(CCCCCCC2)C1=O)N1CCN(C(=O)c2ccco2)CC1	i	-9	2
Cc1ccc(C(=O)NNC(=O)Cn2nnc3ccccc32)cc1	i	8	10
O=S(=O)(c1ccc(F)cc1)N1CC2CCCN2c2ccc(C(F)(F)F)cc21 (centres undefined)	i	-25	25
C=CCn1c(SC)nc2sc3c(c2c1=O)CCc1ccccc1-3	i	-28	10
NCCc1nnc(SCc2ccccc2Cl)o1	i	-14	-1
CCOc1ccccc1-n1nnnc1SCC(=O)NC(=O)NCc1ccco1	i	-31	22
CCN1C(=O)c2cccc3c(S(=O)(=O)NCCCN4CCOCC4)ccc1c23	7*	-31	75
N#Cc1ccc(C2=CC(=O)C[C@H](c3ccc(Cl)cc3)C2)cc1	/	6	3
O=C(c1ccc(S(=O)(=O)Nc2ccccc2F)cc1)N1CCC1	i	-9	3
COCCNS(=O)(=O)c1ccc(OCC(=O)N2CCc3ccccc3C2)c(Cl)c1	i	-17	12
O=C(CCS(=O)(=O)c1ccccc1Cl)Nc1ccc(S(=O)(=O)Nc2ncccn2)cc1	i	6	12
COc1cc(OC)c(C(=O)O/N=C(\N)c2ccc(C)cc2)cc1OC	i	-23	36*
COc1ccc2oc(=O)c(C(=O)NCc3ccco3)cc2c1	i	-8	43
COc1ccccc1NC(=O)Nc1nc(C(C)(C)C)cs1	i	-32	14
CCC(=O)N(Cc1cc2cc(C)c(C)cc2[nH]c1=O)C1CCCCC1	i	-43	1
Cc1ccc(CSCC(=O)N(C)CC(=O)Nc2ccc(Br)cc2C)cc1	i	-32	12
CC(C)=CCN1CCN(Cc2cc(C(C)C)n[nH]2)CC1CCO (centres undefined)	i	-7	1
CC1(C)CC(N2CCOCC2)=CC(=[N+]2CCOCC2)C1	i	-9	0
COc1cccc(C2N(c3cccc(Cl)c3)C(=O)C3CCCN32)c1OC (centres undefined)	i	-20	16
CCOC(=O)C1(C)Oc2ccc(S(=O)(=O)CC)cc2NC1=O (centres undefined)	i	7	15
Cc1ccc(NC(=S)NCc2cccn2C)cc1	i	16	15

Next section
SMILES	CHT PAM	OX1R antag-1	OX1R antag-2
COc1ccc(Cl)cc1NC(=O)CN(C)C(=O)c1sc2ccccc2c1Cl	/	-24	10
CCC(C)(C(=O)NC1CCCC1)N(C)C(=O)c1ccccn1 (centres undefined)	i	3	26
COc1ccc(N(CC(=O)NC2CC3CCC2C3)S(=O)(=O)c2ccccc2)cc1OC (centres undefined)	i	-23	16
COc1cc(Cl)ccc1OCc1cc(C(=O)N(C)CCc2c(C)n[nH]c2C)no1	i	-11	72*
Cc1cc(C(=O)CN2C(=O)C(=O)N(C3CCCC3)C2=O)c(C)n1CCc1ccc(F)cc1	/	-27	8
COc1cc(CC(=O)NCC2CCCCC2)cc(OC)c1OC	i	-11	-4
CC[C@]12c3[nH]c4ccc(Cl)cc4c3CCN1C(=O)[C@@H](CC(=O)NCCCN(C)C)C[C@@H]2C(=O)N1CCN(C(=O)C2CC2)CC1	/	-18	4
CC1CCCCC1NC(=O)NC(=O)COC(=O)c1nccnc1N (centres undefined)	/	-24	18
O=C(N/C(=C\c1cccnc1)c1nc2ccccc2[nH]1)c1cccc(Br)c1	i	-19	6
COc1ccc(S(=O)(=O)Nc2nc3ccccc3nc2Nc2cccc(C(=O)O)c2)cc1	i	-6	16
CNC(=S)N/N=C/c1c(C)cccc1Cl	i	-20	8
CN(CCOc1ccccc1)S(=O)(=O)c1ccccc1C#N	/	-2	1
Clc1ccc(-c2cc(COc3ccc4ccccc4c3)no2)cc1	i	-2	31
CCCCOCCCNC(=O)Cc1ccccc1OC	i	-15	0
O=C(c1ccc(N2CCCS2(=O)=O)cc1)N1CCN(c2ccccc2)CC1	i	1	0
CCCc1cc(=O)oc2cc(OCc3cc(OC)c(OC)c(OC)c3)c(Cl)cc12	i	-15	9
C/C=C/c1ccc(OCC(=O)Nc2cc(Cl)ccc2-n2cncn2)c(OC)c1	i	-40	10
Oc1ccc(Br)cc1CNc1cnc2ccccc2c1	i	-8	24
Cc1ccc(CCN2C(=O)CCC2(C)C(=O)NC2CCCC2)cc1 (centres undefined)	i	-7	5
Fc1ccc(Nc2nc3ccccc3s2)cc1	i	-21	24
CCN(CC)c1ccc(NS(=O)(=O)c2ccc3c(c2)oc(=O)n3C)c(C)c1	i	-14	8
Cc1ccccc1C(=O)NC1CCN(CC(=O)Nc2nccs2)CC1	i	-9	3
Cc1cc(CN(C)C(=O)c2ccc3nc(Cc4ccccc4F)oc3c2)n[nH]1	i	-13	34
CCS(=O)(=O)N1Cc2ccccc2CC1C(=O)Nc1nc2ccccc2s1 (centres undefined)	i	-14	11
CCOc1ccc2nc(NCCNC(=O)Nc3ccccc3)c(C#N)cc2c1	i	-13	7
CC(C)(C)c1cc(/C=C2\NC(=O)NC2=O)cc(C(C)(C)C)c1O	i	-22	3
CCOc1cccc2sc(NC(=O)CCS(=O)(=O)c3ccccc3)nc12	i	-20	25
Oc1ccc(Br)cc1/C=N/Nc1ccccn1	i	-1	-3
COc1ccccc1CN(C)CC(=O)Nc1cccc(S(=O)(=O)N2CCCC2)c1	/	-19	14
Cc1cc(NC(=O)CSc2ncnc3sccc23)no1	i	-26	16

Random excerpt: four entries already listed
SMILES	CHT PAM	OX1R antag-1	OX1R antag-2
Cc1cc(CN(C)C(=O)c2ccc3nc(Cc4ccccc4F)oc3c2)n[nH]1	i	-13	34
Oc1ccc(Br)cc1/C=N/Nc1ccccn1	i	-1	-3
C/C=C/c1ccc(OCC(=O)Nc2cc(Cl)ccc2-n2cncn2)c(OC)c1	i	-40	10
CCS(=O)(=O)N1Cc2ccccc2CC1C(=O)Nc1nc2ccccc2s1 (centres undefined)	i	-14	11

Continuation.
SMILES	CHT PAM	OX1R antag-1	OX1R antag-2
COc1cc(OC)cc(C(=O)NNC(=O)Cc2ccc(OC)c(S(=O)(=O)N3CCOCC3)c2)c1	i	-65	15
Nc1nc(CN2CCN(c3ccc(F)cc3)CC2)nc(N2CCCc3ccccc32)n1	i	-29	11
c1ccc(N2CCN(Cc3cnc(N4CCOCC4)s3)CC2)cc1	i	-6	10
CC(C)NC(=O)c1n[nH]c(=O)c2ccccc12	i	-10	17
O=C(CSc1nc2c(cnn2-c2ccccc2)c(=O)[nH]1)N1CCOCC1	i	-26	10
O=C(/C=C/c1cccc(Cl)c1)Nc1ncccn1	i	-11	25
COC(=O)c1cc(C(=O)OC)cc(N2C(=O)CC(Sc3nc(C)cc(C)n3)C2=O)c1 (centres undefined)	i	-21	12
COc1ccc2sc(-c3ccc(SC)cc3)c(/C=C/c3ccc(OC)c(OC)c3)c2c1	/	-12	8
CN(C)CCCn1c(SCC(=O)N2c3ccccc3Sc3ccccc32)nc2ccccc2c1=O	i	1	21
Cc1ccc(CNS(=O)(=O)c2cc3c(cc2C)N(C)CCO3)cc1	i	-8	12
CCNc1nc(NCC)nc(N/N=C(\C)c2ccc(OC)cc2)n1	i	-16	16
COc1ccc(/C=C/C(=O)N2CCCC2)cc1OC	i	7	5
CC1CCN(C(=O)CN(CCc2ccccc2)S(C)(=O)=O)CC1	i	-9	8
Cc1cnc(C(=O)OCC(=O)Nc2cccc(Cl)c2)cn1	i	-16	27
COc1ccc(C2C=C(C34CC5CC(CC(C5)C3)C4)NC(=S)N2)cc1 (centres undefined)	i	0	-1

Single records, from the list above:
Shown for `CNC(=S)N/N=C/c1c(C)cccc1Cl` : CHT PAM = i; OX1R antag-1 = -20; OX1R antag-2 = 8
Shown for `CCN1CCCC1CN(Cc1cc2ccc(C)cc2[nH]c1=O)C(=S)Nc1ccc(OC)cc1OC` (centres undefined) : CHT PAM = i; OX1R antag-1 = -6; OX1R antag-2 = 7

Next part.
SMILES	CHT PAM	OX1R antag-1	OX1R antag-2
c1ccc(C2(CN3CCNC[C@H]3Cc3cccc4ccccc34)CC2)cc1	i	-23	20
COc1ccccc1NC(=S)NCc1cccnc1	i	3	8
CC(C)(C)c1cccc(C2(O)C(=O)c3ccccc3C2=O)c1O	i	-16	0
OC1(c2ccccc2)CNCCc2ccccc21 (centres undefined)	i	-3	-8
COc1cccc(NC(=O)C2CCCN(S(=O)(=O)c3cccc4nonc34)C2)c1 (centres undefined)	i	11	37
CC(=O)Nc1ccc(NC(=O)C(C)Sc2nc3nc(C)cc(C)n3n2)cc1 (centres undefined)	i	-12	5
O=S(=O)(C/C(=C/CO)S(=O)(=O)c1ccccc1)c1ccccc1	i	-2	22
O=C(CN(Cc1ccccc1Cl)C(=O)c1csnn1)NCc1ccc(F)cc1	i	-15	12
C=C(CO)C1Cc2cc(C(C)=O)ccc2O1 (centres undefined)	i	-9	8
O=C(COc1cccnc1[N+](=O)[O-])N1CCc2ccccc2C1	i	-6	10
C[C@@]12C(=O)Nc3ccc(Cl)cc3C(=O)N1[C@H]1c3ccccc3OC[C@@H]1[C@@H]2c1ccccc1	i	-20	6
CC1(C)CC(=O)c2sc(NC(=O)C(C)(C)C)nc2C1	i	-16	6
COCCN1CCc2[nH]c(=S)[nH]c(=O)c2C1	i	3	10

Arranged by value in OX1R antag-1 (descending): some entries from above
structure,OX1R antag-1,OX1R antag-2
COCCN1CCc2[nH]c(=S)[nH]c(=O)c2C1,3,10
OC1(c2ccccc2)CNCCc2ccccc21 (centres undefined),-3,-8
O=C(COc1cccnc1[N+](=O)[O-])N1CCc2ccccc2C1,-6,10
c1ccc(C2(CN3CCNC[C@H]3Cc3cccc4ccccc34)CC2)cc1,-23,20

Hits appear at their usual frequency; 2.5% or so of the library scored in one or more.
